High-throughput results from PubChem.
RGS7-Gao: RGS7-Galphao binding modulators, primary screen, biochemical, multiplexed bead flow cytometry; AID 1439, 2008; 0.35% of 220,000 active; actives lie on both sides; binding response (% of control), % at 10 µM; Guanine nucleotide-binding protein G(o) subunit alpha (Homo sapiens), P09471; in the data active means binding response below about 49% or above about 150%; inconclusive means no clear call, values can overlap the other calls; inactive means in between;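 further: fluorescent Galphao held in activated GDP-AlF4 state binding bead-coupled RGS7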
RGS8-Gao: RGS8-Galphao binding modulators, primary screen, biochemical, multiplexed bead flow cytometry. actives lie on both sides. response (percent of control binding), % at 10 µM. 0.34% of 220,000 active. AID 1423, 2008; in the data active means response below about 60% or above about 140%; inactive means in between;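 further: Galphao activated as the GDP aluminium fluoride complex binding bead-coupled RGS8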
Bim-Bcl-XL: inhibitors of Bim-Bcl-XL binding, primary screen, biochemical, multiplexed, bead flow cytometry, human Bcl-XL; AID 1007, 2008; Bim peptide-Bcl-XL binding, fluorescence; inhibition, % at 10 µM; Bcl-2-like protein 1 (Homo sapiens), Q07817; 0.04% of 190,000 active
Target sequence (Q07817 whole entry, looked up): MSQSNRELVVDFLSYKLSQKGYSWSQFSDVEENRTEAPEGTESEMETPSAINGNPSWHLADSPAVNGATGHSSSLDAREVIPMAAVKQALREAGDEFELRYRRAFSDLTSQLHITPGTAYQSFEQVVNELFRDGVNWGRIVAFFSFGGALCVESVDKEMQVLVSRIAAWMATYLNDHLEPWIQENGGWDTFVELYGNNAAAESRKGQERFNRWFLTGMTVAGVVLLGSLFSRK
RGS4-Gao reg: modulators of RGS4 binding to Galphao, primary screen, biochemical, multiplexed bead flow cytometry; actives lie on both sides; binding response (% of control), % at 10 µM; 0.33% of 220,000 active; AID 1415, 2008; in the data active means binding response below about 49% or above about 150%; inactive means in between;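 further: fluorescent Galphao activated with aluminum fluoride binding bead-coupled RGS4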
GSH fluor: compound fluorescence on glutathione beads, profiling panel, artefact control, biophysical, 488/530 nm, flow cytometry; 0.25% of 190,000 active; fluorescence (KMESF) at 10 µM; GSH beads flow cytometry, compound fluorescence 488/530 nm; active compounds read high; AID 1776, 2009; in the data active means fluorescence above about 89;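 further: glutathione beads carrying GST-tagged Bcl family fusion proteins plus one bare bead set; values are compound well signal with DMSO vehicle wells as background; inactives centre near 16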
Bim-Bcl-W: inhibitors of Bim binding to Bcl-W, primary screen, biochemical, multiplexed, bead-based flow cytometry; Bcl-2-like protein 2 (Homo sapiens), Q92843; Bim peptide-Bcl-W binding; inhibition, % at 10 µM; 0.02% of 190,000 active; AID 952, 2007;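 further: 0% = bound tracer without compound and 100% = peptide blocker; higher means less fluorescent Bim peptide bound to Bcl-W beads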
Bim-Mcl-1: inhibitors of Bim peptide binding to Mcl-1, primary screen, biochemical, bead-based flow cytometry, multiplex; Bim peptide-Mcl-1 binding; Induced myeloid leukemia cell differentiation protein Mcl-1 (Homo sapiens), Q07820; 0.1% of 190,000 active; inhibition, % at 10 µM; AID 1009, 2008;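 further: 0% = no compound tracer wells and 100% = peptide blocker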
Target sequence (Q07820 whole entry, looked up): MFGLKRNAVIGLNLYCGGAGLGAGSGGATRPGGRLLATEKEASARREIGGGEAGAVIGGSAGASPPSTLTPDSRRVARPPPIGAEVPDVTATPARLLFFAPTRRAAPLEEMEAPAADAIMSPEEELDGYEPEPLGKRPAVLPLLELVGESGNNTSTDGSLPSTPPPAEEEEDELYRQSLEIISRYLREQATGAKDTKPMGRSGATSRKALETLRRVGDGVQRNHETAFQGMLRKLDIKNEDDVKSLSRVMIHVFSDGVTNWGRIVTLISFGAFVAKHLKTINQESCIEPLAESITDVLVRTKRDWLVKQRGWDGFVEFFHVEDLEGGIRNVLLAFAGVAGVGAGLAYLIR
Bcl-B Bim block: inhibitors of Bim-Bcl-B binding, primary screen, biochemical, multiplexed, human Bcl-2 family; Bcl-2-like protein 10 (Homo sapiens), Q9HD36; bead-based flow cytometry, Bim peptide-Bcl-B binding; inhibition, % at 10 µM; 0.073% of 190,000 active; AID 951, 2007;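 further: 0% = tracer peptide without compound and 100% = reference inhibitor peptide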
Target sequence (Q9HD36 whole entry, looked up): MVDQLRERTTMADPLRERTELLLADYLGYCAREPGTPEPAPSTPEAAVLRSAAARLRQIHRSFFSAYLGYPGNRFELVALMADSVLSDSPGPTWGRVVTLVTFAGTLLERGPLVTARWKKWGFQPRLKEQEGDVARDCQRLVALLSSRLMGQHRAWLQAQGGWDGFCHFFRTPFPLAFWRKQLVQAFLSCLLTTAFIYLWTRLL
Mcl1 Bid PPI: Mcl-1/Bid binding inhibitors, primary screen, biochemical, TR-FRET, 1536-well; TR-FRET Mcl-1/Bid-Dy647 peptide binding; inhibition, % at 21.7 µM; 0.97% of 220,000 active; Induced myeloid leukemia cell differentiation protein Mcl-1 (Homo sapiens), Q07820;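 active means compounds that cut the binding signal by more than half at the single screening dose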;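 further: His-tagged Mcl-1 with europium anti-His antibody binding Bid BH3 peptide; 0% = Mcl-1 plus peptide wells and 100% = peptide-only wells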
Bim-Bfl-1: inhibitors of Bim binding to Bfl-1, primary screen, biochemical, multiplexed, bead-based flow cytometry; Bim-Bfl-1 binding inhibition; inhibition, % at 10 µM; 0.12% of 190,000 active; AID 1008, 2008;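 further: 0% = wells without compound plus tracer and 100% = blocker peptide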
Bim-Bcl-2: inhibitors of Bim-Bcl-2 binding, primary screen, biochemical, multiplexed, human Bcl-2 family | inhibition, % at 10 µM | Apoptosis regulator Bcl-2 (Homo sapiens), P10415 | 0.06% of 190,000 active | AID 950, 2007 | Bead-based flow cytometry, Bim peptide-Bcl-2 binding; in the data active means inhibition above about 40%; inconclusive means no clear call, values can overlap the other calls;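 further: 0% = no compound wells with probe peptide and 100% = reference peptide inhibitor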
Target sequence (P10415 whole entry, looked up): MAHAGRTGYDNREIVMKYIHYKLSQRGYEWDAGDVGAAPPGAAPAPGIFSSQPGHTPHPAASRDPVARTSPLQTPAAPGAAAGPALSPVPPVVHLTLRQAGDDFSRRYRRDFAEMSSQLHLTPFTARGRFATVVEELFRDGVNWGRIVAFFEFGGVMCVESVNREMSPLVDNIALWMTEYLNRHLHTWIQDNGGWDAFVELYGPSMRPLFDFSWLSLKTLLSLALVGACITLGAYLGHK
* = called active by the depositor; ? = inconclusive; . = not tested or not shown; & = joins results of further samples. Unless noted, no stated cut-off is given here; in the data, active means inhibition above about 40%. Only part of the results is shown; the hit share may differ from the screen's.

SMILES	RGS7-Gao	RGS8-Gao	Bim-Bcl-XL	RGS4-Gao reg	GSH fluor	Bim-Bcl-W	Bim-Mcl-1	Bcl-B Bim block	Mcl1 Bid PPI	Bim-Bfl-1	Bim-Bcl-2
O=C(O)c1cccc2c1NC(C(=O)O)C1CC(Sc3ccccc3[N+](=O)[O-])C(Cl)C21 (stereo not given)	98	98	-5	102	15	-2	0	-3	1	-12	-3
Cn1c(O)c(C(=NCCN2CCCCC2)c2ccccc2Cl)c(=O)n(C)c1=O	98	97	-6	99	25	-1	-3	-5	-15	-2	-10
CCOc1ccc(/C=C2/C(=O)NC(=O)N(CCc3ccc(F)cc3)C2=O)cc1	98	99	0	101	6	0	0	3	-30	8	10
CCCCCCn1c(O)c(C=NC2CCN(Cc3ccccc3)CC2)c(=O)[nH]c1=O	105	105	-6	106	8	3	-1	-2	-44	-10	-3
COCCNC(=O)c1c(NC(=O)c2ccco2)n(Cc2ccccc2)c2nc3ccccc3nc12	96	101	.	99	.	.	.	.	-18	.	?
Cc1cccc(C)c1OP(N)(=O)OCC(F)(F)F (stereo not given)	99	102	-4	101	6	-1	7	-2	-32	0	-5
CN1CCN(C(=O)COc2ccc(S(=O)(=O)N(C)Cc3ccccc3)cc2)CC1	99	102	-9	97	34	-5	-6	-7	-5	-4	-3
O=c1c2ccccc2nc(CSc2ncnc3nc[nH]c23)n1-c1ccccc1	97	102	-8	94	34	0	1	-9	-13	-10	-6
O=c1c2ccccc2nc(-c2ccccc2)n1-n1cccc1	108	103	0	105	4	-4	-1	-2	-4	0	-7
COc1ccc(NC(=O)c2cc([N+](=O)[O-])ccc2N2CCNCC2)cc1	?	106	0	106	12	2	-2	0	-20	-2	-1
COc1ccc(S(=O)(=O)N2CC3CC(C2)c2cccc(=O)n2C3)cc1 (stereo not given)	101	102	0	100	12	0	0	-1	-1	-1	1
O=c1[nH]c(O)c(/C=C2\C=NN=C2c2ccccc2)c(=O)[nH]1	87	84	-17	93	266*	-1	-12	-4	-119	-10	-5
O=C(O)C1C2CCC(O2)C1C(=O)Nc1ccc(Cl)cc1 (stereo not given)	101	98	-2	94	19	0	2	-4	-38	-3	-3
Cc1ccc(N2C(=O)CC(=O)NC2=O)cc1	98	97	-6	97	27	-3	0	0	-36	0	-1
CN1C(=O)CN=C(c2ccccc2)c2cc(Cl)ccc21	87	96	-3	90	63	-3	-3	-2	-5	-2	-4
O=C(CSC1c2ccccc2-c2ccccc21)N/N=C/c1ccccc1C(=O)O	96	93	-2	95	18	-4	-1	-4	0	-2	-2
CCOc1cc(C=C2C(=O)NC(=O)NC2=O)ccc1OS(=O)(=O)c1ccccc1	98	96	-3	96	8	-2	-1	-3	-2	-2	-1
O=C1/C(=C\c2ccc([N+](=O)[O-])cc2)N2CCC1CC2	98	101	-3	101	6	0	-4	-6	0	0	0
Cn1cc(C(=O)NCc2ccccc2)c2ccccc21	?	101	-5	102	12	1	-1	-3	-17	-7	-1
O=C(C[N+]12CCN(CC1)CC2)NCCc1ccc(Cl)cc1Cl	100	102	-2	97	10	1	2	-3	-35	-6	0
O=C1NC(=O)N(CCc2ccc(F)cc2)C(=O)/C1=C/c1cccs1	85	94	1	92	13	4	2	0	10	0	6
CC(=O)c1cccc(NC2=NCC(C)S2)c1 (stereo not given)	102	102	-6	103	13	-4	0	-7	-23	-16	-7
CN1CC(C(=O)c2ccc(Cl)cc2)C(c2ccc(N(C)C)cc2)C1 (stereo not given)	107	104	0	102	20	-1	-1	-4	-4	-4	-4
CC(=O)Nc1ccc(OC(=O)N2CCCCC2)cc1	101	99	-4	100	13	0	-2	-7	-32	-10	-10
COCCN1C(=O)NC(=O)/C(=C\c2ccc(F)cc2)C1=O	101	99	0	101	14	-2	0	-6	-55	-5	-1
O=C(CCCCCn1c(=S)[nH]c2ccccc2c1=O)N1CCC2(CC1)OCCO2	96	95	-2	94	11	5	1	-6	-46	-12	-6
NC(N)=N/N=C/c1ccc(N2CCOCC2)cc1	83	96	-5	90	11	-5	0	-4	-34	-4	-2
COc1cccc(C(=O)C2CCCN(Cc3cccc(C)n3)C2)c1 (stereo not given)	98	94	-4	96	18	-5	-1	-7	-14	-5	-2
O=C(Nc1ccc(OC(=O)N2CCCCC2)cc1)N1CCOCC1	98	100	0	101	11	0	0	1	3	-3	0
O=C1CC(=O)N(c2ccc(Cl)cc2Cl)C(=O)N1	100	102	-18	97	24	-7	-2	-8	-16	-12	.
O=P1(Nc2cccnc2)COc2ccccc2OC1	129	112	3	138	32	-2	-2	-3	-16	0	-4
CON(C)C(=O)Nc1ccc(Cl)cc1	100	97	7	98	35	0	0	-8	-12	-8	-7
Cc1cc(/C=C2\C(=O)NC(=O)N(c3ccc(F)cc3)C2=O)c(C)n1-c1ccc(C(=O)O)cc1	95	103	-2	99	20	2	3	1	-55	-1	-1
COc1ccc2c(c1OC)C(=O)OC2c1c(O)n(C2CCCCC2)c(=O)[nH]c1=O (stereo not given)	97	104	-3	99	31	0	9	0	37	-14	-8
O=C1N(c2ccccc2)C(c2cccnc2)N2CCCN12 (stereo not given)	95	98	-5	96	.	-4	-5	0	-49	0	-2
CCCCCCCC(=O)NC(Oc1ccccc1[N+](=O)[O-])C(Cl)(Cl)Cl (stereo not given)	91	92	2	87	49	2	-3	-6	6	-10	-9
CCc1nnc(NS(=O)(=O)c2ccc(N=Cc3c(O)n(-c4ccccc4)c(=O)[nH]c3=O)cc2)s1	?	101	0	102	11	0	0	-3	-4	-3	0
Cc1nn(Cc2ccccc2)c(C)c1C(=O)OCC(=O)Nc1cccc(S(N)(=O)=O)c1	100	101	1	103	11	-1	3	0	4	0	-1
COc1cc(-n2c(=S)[nH]c3ccccc3c2=O)c(Cl)cc1Cl	96	96	0	96	17	-1	-2	-2	-21	-2	-1
CN(C)c1ccc(C(=O)c2ccc(N(C)C)cc2)cc1	98	102	-4	100	21	2	1	-4	3	-13	-10
Cc1cc(Oc2ccc(C(F)(F)F)cc2[N+](=O)[O-])c2c3c(c(=O)oc2c1)CCCC3	97	96	-7	97	11	-3	-3	-7	-13	0	-4
O=C(C(=O)N1CCOCC1)c1cn(Cc2ccccc2Cl)c2ccccc12	?	99	0	101	19	0	0	-3	-4	-3	0
Cc1c(N=Cc2c(O)n(CCc3ccc(F)cc3)c(=O)[nH]c2=O)c(=O)n(-c2ccccc2)n1C	97	99	-5	99	11	1	-1	-6	-20	-13	-10
CCOP(=O)(OCC)C(NC(=O)c1ccc(C)cc1)=C(Cl)Cl	111	117	-11	113	14	-8	-10	-6	2	-3	-4
CC(C(=O)c1ccc2ccccc2c1)N1CCCCC1 (stereo not given)	94	100	1	101	26	-1	3	0	-17	-2	4
C[N+]1(C)[C@@H]2CC[C@H]1CC(OC(=O)C(CO)c1ccccc1)C2 (stereo not given in full)	105	101	-1	103	20	0	-4	-5	-14&-4	-1	2
O=C(NCc1cccnc1)C(Cl)(Cl)Cl	102	105	-5	102	12	-4	-1	-6	-16	-3	-2
O=C(Nc1cccc(OC(=O)N2CCCCC2)c1)N1CCOCC1	104	101	-5	102	15	-5	-5	-4	-17	-6	-4
Cc1c(NP(=S)(C(C)(C)C)C(C)(C)C)c(=O)n(-c2ccccc2)n1C	104	103	-2	101	17	-2	-1	-1	-11	-2	-2
CNCCCc1ccccc1	102	100	-8	100	35	0	-4	-8	-27	-16	-9
CSCCC(N=Cc1c(O)n(-c2ccc(F)cc2)c(=O)[nH]c1=O)C(=O)OC(C)(C)C (stereo not given)	97	98	-2	93	14	-1	-3	2	-11	-2	1
COc1ccc(O)c(CN2CCCC(C(=O)c3sccc3C)C2)c1 (stereo not given)	101	101	-2	102	25	0	0	-3	-52	-8	-5
CCCCn1c(O)c(C(CC)=NCc2ccc(F)cc2)c(=O)[nH]c1=O	103	105	-1	102	19	1	-4	0	6	0	-3
COc1ccc(CC2C(=O)N(C)C(=O)N(C)C2=O)c(OC)c1	97	104	2	100	32	0	-2	-1	-27	1	0
O=C(c1cccc(C(F)(F)F)c1)C1CCCN(Cc2ncc[nH]2)C1 (stereo not given)	94	95	-3	95	9	-1	-2	-4	-18	-8	-5
O=C(COC(=O)Cc1ccccc1)Nc1ncc(Cl)cc1Cl	105	100	-4	105	14	-1	-3	0	-55	-1	-1
COc1ccccc1NC1=NCCS1	97	97	-4	93	11	-2	-9	-1	-7	-4	-3
NCCNc1ccc([N+](=O)[O-])c2cccnc12	111	108	-6	101	18	-6	-3	-5	-42	-15	-7

Reformatted in markdown: part of the list above
| molecule | RGS7-Gao | RGS8-Gao | Bim-Bcl-XL | RGS4-Gao reg | GSH fluor | Bim-Bcl-W | Bim-Mcl-1 | Bcl-B Bim block | Mcl1 Bid PPI | Bim-Bfl-1 | Bim-Bcl-2 |
| --- | --- | --- | --- | --- | --- | --- | --- | --- | --- | --- | --- |
| Cc1cc(Oc2ccc(C(F)(F)F)cc2[N+](=O)[O-])c2c3c(c(=O)oc2c1)CCCC3 | 97 | 96 | -7 | 97 | 11 | -3 | -3 | -7 | -13 | 0 | -4 |
| O=C(C(=O)N1CCOCC1)c1cn(Cc2ccccc2Cl)c2ccccc12 | ? | 99 | 0 | 101 | 19 | 0 | 0 | -3 | -4 | -3 | 0 |
| Cc1c(N=Cc2c(O)n(CCc3ccc(F)cc3)c(=O)[nH]c2=O)c(=O)n(-c2ccccc2)n1C | 97 | 99 | -5 | 99 | 11 | 1 | -1 | -6 | -20 | -13 | -10 |
| CCOP(=O)(OCC)C(NC(=O)c1ccc(C)cc1)=C(Cl)Cl | 111 | 117 | -11 | 113 | 14 | -8 | -10 | -6 | 2 | -3 | -4 |
| CC(C(=O)c1ccc2ccccc2c1)N1CCCCC1 (stereo not given) | 94 | 100 | 1 | 101 | 26 | -1 | 3 | 0 | -17 | -2 | 4 |
| C[N+]1(C)[C@@H]2CC[C@H]1CC(OC(=O)C(CO)c1ccccc1)C2 (stereo not given in full) | 105 | 101 | -1 | 103 | 20 | 0 | -4 | -5 | -14&-4 | -1 | 2 |
| O=C(NCc1cccnc1)C(Cl)(Cl)Cl | 102 | 105 | -5 | 102 | 12 | -4 | -1 | -6 | -16 | -3 | -2 |
| O=C(Nc1cccc(OC(=O)N2CCCCC2)c1)N1CCOCC1 | 104 | 101 | -5 | 102 | 15 | -5 | -5 | -4 | -17 | -6 | -4 |
| Cc1c(NP(=S)(C(C)(C)C)C(C)(C)C)c(=O)n(-c2ccccc2)n1C | 104 | 103 | -2 | 101 | 17 | -2 | -1 | -1 | -11 | -2 | -2 |
